Screens (PubChem BioAssay)
Keap1-Nrf2 PPI: Keap1-Nrf2 (human) interaction inhibition; Keap1 Kelch-Nrf2 peptide fluorescence polarization, 1536-well; inhibition, % at 9.4 µM; hit rate 0.15% among 340,000; Q14145; in the data active = inhibition above about 12%;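 note: human Keap1 Kelch domain with fluorescein labeled Nrf2 9mer peptide probe; 0% = neutral control wells and 100% = peptide positive control; higher means more block of Keap1 binding to Nrf2 peptide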
Target sequence (Q14145 whole entry, looked up, the tested form may be a part): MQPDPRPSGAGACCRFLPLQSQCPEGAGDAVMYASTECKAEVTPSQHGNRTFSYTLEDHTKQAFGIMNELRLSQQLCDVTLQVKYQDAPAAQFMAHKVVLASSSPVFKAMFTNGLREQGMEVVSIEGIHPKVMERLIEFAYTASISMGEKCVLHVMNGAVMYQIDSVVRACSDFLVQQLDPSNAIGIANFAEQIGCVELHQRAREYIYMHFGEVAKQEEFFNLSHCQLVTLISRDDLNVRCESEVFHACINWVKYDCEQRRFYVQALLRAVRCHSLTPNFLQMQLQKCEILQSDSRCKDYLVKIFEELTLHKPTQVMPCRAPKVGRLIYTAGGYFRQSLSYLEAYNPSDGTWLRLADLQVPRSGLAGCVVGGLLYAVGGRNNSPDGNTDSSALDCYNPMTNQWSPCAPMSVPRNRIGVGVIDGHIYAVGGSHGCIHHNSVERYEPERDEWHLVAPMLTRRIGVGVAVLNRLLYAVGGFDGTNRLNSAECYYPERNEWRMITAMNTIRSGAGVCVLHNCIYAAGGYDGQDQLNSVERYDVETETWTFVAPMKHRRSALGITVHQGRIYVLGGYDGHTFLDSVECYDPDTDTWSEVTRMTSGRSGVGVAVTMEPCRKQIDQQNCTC
cardiac RTF act: cardiac RTF calcium sensitization | activation, % at 7.2 µM | AID 493008 | IANBD-labeled TnC RTF fluorescence at EC20 calcium; 0% EC20 calcium, 100% full calcium | hit rate 0.24% among 340,000 | P19429+P45379;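 active = activation above the mean over all tested compounds plus 3 SD, cut at about 30% in these data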;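 note: rise in fluorescence read as greater calcium sensitivity of cardiac thin filaments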
dFosB activator: activators of mouse delta FosB homodimer | P13346 | purified delta FosB, TAMRA-CDK5 oligo fluorescence polarization; percent of positive-control signal above neutral wells | activation, % at 25 µM | hit rate 0.99% among 340,000 | AID 493131;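 active = mean activation above about 17%, with every replicate also reaching it, limit read from the data, passing the limit was not always enough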;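 note: fluorescence polarization rise as delta FosB binds a TAMRA Cdk5 AP-1 oligo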
Target sequence (P13346 whole entry, looked up): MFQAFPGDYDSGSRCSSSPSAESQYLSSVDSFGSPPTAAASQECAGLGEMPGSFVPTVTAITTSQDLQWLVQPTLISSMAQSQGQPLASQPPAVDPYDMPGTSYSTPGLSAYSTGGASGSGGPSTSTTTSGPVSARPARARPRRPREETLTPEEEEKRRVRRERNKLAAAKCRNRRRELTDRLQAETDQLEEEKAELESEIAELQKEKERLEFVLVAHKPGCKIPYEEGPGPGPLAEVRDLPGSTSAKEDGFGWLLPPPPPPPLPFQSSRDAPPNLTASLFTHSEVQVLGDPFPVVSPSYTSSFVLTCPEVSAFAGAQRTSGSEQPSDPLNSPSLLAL
Rtt109 HAT inh: inhibitors of Candida albicans Rtt109/Vps75 histone acetyltransferase. Q5AAJ8. purified Rtt109/Vps75, ThioGlo CoA-SH fluorescence, 4 h. inhibition, % at 34.9 µM. hit rate 0.16% among 330,000. AID 540336;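 active = inhibition of at least 50% in every replicate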
CDK5 p35 inh: CDK5/p35 (human) kinase inhibition. AID 488839. inhibition, % at 10 µM. Q00535+Q15078. Recombinant CDK5/p35, ADP-Glo luminescence, 60 min. hit rate 0.01% among 330,000;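 active = highest replicate inhibition of at least 50% and at least 75% of replicates reaching 50%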;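 note: plate controls were DMSO neutral control for no effect and GW8510 at 10 µM for full effect; many of its hits are not listed in these tables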
NSD2 inh: blocks human histone methyltransferase NSD2; inhibition, % at 12.5 µM; O96028; AID 743445; NSD2 peptide methylation, AlphaScreen, 120 min; hit rate 0.54% among 310,000; in the data active = inhibition above about 50%
PfHsp90 set2: reduces growth (ATP signal) of yeast expressing P. falciparum Hsp90. S. cerevisiae expressing PfHsp90, BacTiter-Glo ATP, 48 h; yeast lacking PDR1 and PDR3 efflux regulators. inhibition, % at 9.4 µM. hit rate 0.32% among 310,000. AID 504621;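 active = every replicate shows inhibition above about 80%, whatever the replicate mean, limit read from the data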;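 note: 0% = DMSO neutral controls and 100% = 20 µM radicicol positive controls; yeast relying on Plasmodium falciparum Hsp90 in place of its own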
Mot1-301 SUMO: blocks SUMOylation pathway, rescuing yeast Mot1-301 growth | S. cerevisiae Mot1-301 growth rescue, ATP luminescence, 38.5C; percent above DMSO median, 100 means doubled | growth rescue, % at 18.8 µM | hit rate 1% among 320,000 | AID 2716;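 active = every valid replicate shows activation above 250% relative to neutral control wells; inactive = the rest, any valid replicate at or below 250%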;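 note: OY570 slx delta 5 strain wells were the positive control but not used for scaling; some compounds called inactive have numbers as strong as hits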
Cardiac RTF inh: cardiac RTF calcium desensitization | P19429+P45379 | hit rate 0.12% among 340,000 | inhibition, % at 7.15 µM | IANBD-labeled cardiac RTF, Ca2+ fluorescence | AID 493244;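 active = inhibition above the mean inhibition of all tested compounds plus 3 SD, cut at about 17% in these data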;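 note: assay run at fixed EC70 calcium of 1.6 mM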
LANA DNA inh: blocks KSHV LANA C-terminal domain binding to DNA | MBP-C-LANA/FAM-LBS DNA binding, fluorescence polarization | inhibition, % at 9 µM | hit rate 0.078% among 340,000 | AID 504423;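 active = highest replicate inhibition at or above 60% at 9 µM, even if other replicates fall short; inactive = all replicates below 60% inhibition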;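 note: 0% = neutral control wells and 100% = 4 µM acridine orange control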
PvdQ inh: blocks Pseudomonas aeruginosa PvdQ acylase activity; purified PvdQ acylase, fluorescence plate reader; hit rate 0.063% among 340,000; inhibition, % at 10 µM; in the data active = inhibition above about 30%, passing the limit was not always enough;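 note: 0% = vehicle neutral wells and 100% = reference inhibitor wells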
Numbers without * were called inactive; . = not tested or not shown.

Order of results: Keap1-Nrf2 PPI, cardiac RTF act, dFosB activator, Rtt109 HAT inh, CDK5 p35 inh, NSD2 inh, PfHsp90 set2, Mot1-301 SUMO, Cardiac RTF inh, LANA DNA inh, PvdQ inh
[1] COc1ccc(NC(=O)CSc2nc3ccccc3c(=O)n2CCCN2CCCCC2)c(OC)c1
  -4, 7, -5, 4, -0.1, 8, 26, -16, 2, -0.3, -11
[2] CC(=O)N1CCN(c2ccc(NCc3ccco3)cc2)CC1
  0, -1, 3, 2, -0.9, ., 11, 1, 9, 1.6, -1
[3] COc1ccc(C2CC(=O)C3=C(C2)Nc2ccccc2N(C(C)=O)C3c2ccco2)cc1 (configuration not stated)
  1, -1, -10, 4, -1.6, 19, ., -21, -8, -0.9, 2
[4] O=C(COC(=O)c1cccc(Br)c1)NCCc1ccc(F)cc1
  -6, 3, -12, ., 1.1, -4, -1, 97, -4, -0.5, 7
[5] O=C(Nc1ccccc1C(F)(F)F)C1CCN(C(=O)Cc2ccccc2)CC1
  -6, 4, -6, 3, -0.9, 0, 31, -1, -4, 1.8, -3
[6] CCOc1ccccc1OCCCC(=O)NCCc1ccc(S(N)(=O)=O)cc1
  -3, -1, -9, -2, 1.7, -8, -41, -9, -6, -0.8, -8
[7] CC(C)COC(=O)Cn1cnc2ccc(Br)cc2c1=O
  -2, -6, -4, -3, -0.7, 0, 18, -23, -3, -1.4, -6
[8] NNc1nc2c(-c3ccc(Cl)cc3)nnn2c2ccccc12
  1, 3, -18, ., 4.9, 6, 24, 0, -7, 1.1, 6
[9] CSc1n[nH]c(-c2ccc(C(F)(F)F)cc2)n1
  1, -1, -3, 0, 2.2, -1, -5, 21, 3, 1.5, 8
[10] CCOC(=O)N1CCN(Cc2nc(-c3cccc(C)c3)no2)CC1
  -7, 2, -8, 0, 1.0, 0, ., -8, -2, 1.0, -9
[11] COC(=O)CNC(=O)COC(=O)Cc1ccc(Cl)cc1
  -4, 5, -3, -6, 1.0, -7, 8, ., -8, -0.3, -15
[12] OCCN(CCO)CC(O)COCCC12CC3CC(CC(C3)C1)C2 (configuration not stated)
  -5, -4, -12, 8, 1.9, 1, ., -9, 3, -0.8, -5
[13] COC(=O)/C(C#N)=C1/SC=C(C)N1c1ccccc1
  -7, -1, -2, -2, -2.8, 0, 18, 1, 1, -0.8, -7
[14] O=C(O)COc1ccc(C(NC(=O)c2c(F)cccc2F)NC(=O)c2c(F)cccc2F)cc1
  -1, 1, 4, 11, -0.3, -3, -10, -11, -8, 3.3, 7
[15] CCCCNC(=S)NNC(=O)c1cc(C)on1
  -4, 7, -1, 1, 1.1, 25, 2, -11, -4, 1.7, -8
[16] CCOc1ccc(C(=O)NCC(=O)OCC(=O)N2CCCC2)cc1
  -3, 11, 1, -2, -7.0, -2, -4, -32, -6, -1.1, -15
[17] CC(=O)N1CCc2cc(Br)cc(S(=O)(=O)N3CCCCC3)c21
  -1, 1, -2, 4, 1.1, -3, -41, -13, -2, -0.3, -18
[18] CC(OC(=O)CN1C(=O)c2ccccc2C1=O)C(=O)N(C)c1ccccc1 (configuration not stated)
  -3, -1, -9, -2, 0.7, -1, -6, 233, -7, -0.2, -13
[19] O=C(NCCNC(=O)c1ccccn1)c1ccc(-c2ccccc2)cc1
  1, -7, -3, -1, 0.2, 2, 15, 3, -3, -1.9, -2
[20] CN(CC(=O)NCC1CCCO1)S(=O)(=O)c1ccc(Br)cc1 (configuration not stated)
  -5, -4, 5, -16, 1.5, 2, -14, -14, 3, -1.8, -9
[21] O=C1CCCc2cc3c(cc21)CCCC3
  -3, -2, 0, -11, -0.1, -1, -4, ., -1, 0.9, -4
[22] COc1ccc(OCc2n[nH]c(=S)n2Cc2ccco2)cc1
  4, -6, -2, -2, 3.0, 2, ., -15, -2, 1.4, 2
[23] Cc1nc(SCC(=O)c2ccccc2)[nH]c(=O)c1Oc1ccc(Cl)cc1
  1, 1, 4, -4, 1.6, -1, 9, -1, -6, 0.4, -16
[24] CN(C)Cc1c(C(=O)N/N=C/c2ccc(OCc3ccc(F)cc3)cc2)nnn1-c1nonc1N
  5, 0, -9, 17, 0.2, 0, -24, -13, 4, -0.2, 9
[25] COc1ccc(S(=O)(=O)N2CCCCCC2)cc1
  0, 3, -3, 3, -1.1, -2, -2, -7, -5, -1.4, 4
[26] COc1ccc(-c2cc(C(=O)c3c(N)n(C)c(=O)n(C)c3=O)c3ccccc3n2)cc1
  1, 0, 0, 5, -1.6, -2, -39, -3, -5, -1.6, -9
[27] O=C(COC(=O)c1ccccc1OCc1ccccc1Cl)NC1CC1
  -1, -3, 2, -12, -1.0, 12, 5, 7, 1, 0.4, -16
[28] CCCCC(=O)NC(c1ccc(N(CC)CC)cc1)c1ccc2cccnc2c1O (configuration not stated)
  -5, -4, 0, -4, 1.9, 1, 72, 9, -1, -0.1, 10
[29] C/C(=N\Nc1cc(C)nc(-c2ccccc2)n1)c1cccc([N+](=O)[O-])c1
  -2, -1, -6, 9, 0.7, -1, -18, ., 0, -1.0, 8
[30] COc1ccc(S(=O)(=O)NCCN2CCOCC2)c2ccccc12
  -1, -1, -1, -2, 1.0, -4, 16, -23, -6, -0.8, -11
[31] CC(=O)N1CCc2cc(C(=O)CN3CCN(c4cccc(Cl)c4)CC3)ccc21
  -6, -2, -8, 1, 0.2, ., -5, -10, -8, 0.4, -8
[32] CC1CCCCC1NC(=O)c1cn(C)c2ccc(S(=O)(=O)N3CCCC3)cc2c1=O (configuration not stated)
  0, 7, -10, 0, 2.1, 0, 6, 8, -4, -1.5, -18
[33] CC(=O)C1=C(c2ccccc2)N(C(C)=O)n2c(C)nnc2S1
  2, -4, -1, 4, -3.2, 8, 5, 11, -4, -0.3, -4
[34] OC(CNC1Cc2ccccc2C1)COc1ccc(Cl)cc1 (configuration not stated)
  -4, 5, -11, 0, -3.5, 14, 1, 36, 3, -0.4, -13
[35] CCCC(=O)Nc1ccc2c(c1)C(=O)N(CCC(=O)O)C2=O
  0, 0, 3, -44, -0.5, -7, ., -5, -8, -0.6, -16
[36] CN(C(=O)OC(C)(C)C)c1ccc(-c2nc3ccccc3s2)cc1
  0, -2, 3, 4, -0.2, ., 11, -20, -1, -0.4, 5
[37] Cc1ccccc1CS(=O)(=O)Cc1ccc(C(=O)N2CCOCC2)o1
  -5, -4, -5, -6, ., -1, 1, 5, -9, -3.8, -14
[38] N=C1/C(=C/c2ccc(OCc3ccccc3)cc2)C(=O)N=C2SC(CC(=O)N3CCOCC3)=NN12
  -5, -6, -3, -2, -1.4, 14, 0, 13, 1, 2.6, -4
[39] CSc1ccccc1OCc1cc(C(=O)NCCn2ccnc2C)no1
  -2, -4, -3, -7, -1.5, 0, -14, -2, -5, 0.0, -10
[40] O=C1NC(=Nc2ccc(Cl)cc2)SC1Cc1cccc(Cl)c1Cl (configuration not stated)
  2, 5, -9, -2, -0.1, 2, -2, 14, -7, -1.0, -3
[41] COc1cccc(N2CCN(C(=O)c3cc4c(OC)c(OC)c(OC)cc4[nH]3)CC2)c1
  -3, -5, -9, 7, 1.2, 5, 25, -28, 3, 0.6, -10
[42] Cc1ccc(-c2nc(CS(=O)(=O)CC(=O)NC3CCC(C)CC3)c(C)o2)cc1 (configuration not stated)
  -3, -9, -7, 10, 1.3, 1, 24, -9, -7, 0.2, -1
[43] Cc1ccc(NC(=O)CN(C)C(=O)Nc2ccc(C)cc2)cc1
  -2, 5, 3, -7, 0.3, -4, 11, -21, -18, 1.6, -20
[44] COc1cccc2c1C(=O)CC2NC(=O)C(F)(F)F (configuration not stated)
  -5, -5, 3, 22, 2.8, 13, 6, 4, 3, -0.6, 12
[45] Nc1ccc2nc(-c3ccccc3)[nH]c2c1
  1, 1, 1, 1, -1.8, -2, 10, 3, 16, -1.6, -3
[46] O=[N+]([O-])c1cc(-c2ccccc2)cc([N+](=O)[O-])c1O
  2, -8, 0, 8, 0.0, 14, -27, ., 6, 1.6, 0
[47] O=C(COc1ccccc1)Nc1cccc(-c2nn[nH]n2)c1
  -4, 1, -2, -5, 3.6, 15, 17, 98, -5, -0.7, -17
[48] CCn1c(=O)c2c3c(sc2n2c(=S)[nH]nc12)CCC3
  -4, 0, -4, 3, -0.5, -1, -7, -8, 8, 0.1, 4
[49] Cc1cc2ncn(S(=O)(=O)c3ccc(F)cc3)c2cc1C
  -11, 6, -1, 2, -0.1, 0, -37, 1, -7, -1.3, -13
[50] CC(=O)Nc1ccc(SCC(=O)Nc2sccc2C#N)cc1
  4, -4, -3, -5, 0.0, -3, -4, 10, 8, 0.9, -6
[51] COCCCn1c(-c2ccc(OC)cc2)nc2c1c(=O)[nH]c(=O)n2Cc1ccccc1
  -5, -8, 3, -9, -1.1, 1, 9, 6, -5, 1.1, -8
[52] Cc1ccc(CNC(=O)c2ccc(S(=O)(=O)Nc3c(C)n(C)n(-c4ccccc4)c3=O)cc2)cc1
  -1, 5, -11, 8, -0.1, -1, -19, 141, 4, -1.5, 1
[53] CC(=O)Nc1ccc(NC(=O)C2CC(=O)N(c3ccccc3Cl)C2)cc1 (configuration not stated)
  2, 0, -1, -3, 0.1, ., ., 7, -1, -0.1, -6
[54] COCCOC(=O)C1=C(N)Oc2c(oc(CO)cc2=O)C1c1c(F)cccc1Cl (configuration not stated)
  5, 4, -6, -1, -1.1, ., -7, -3, -2, 0.5, -3
[55] CC(=O)/C(=N\Nc1ccccc1)Oc1ccc([N+](=O)[O-])cc1
  -1, -1, 0, 17, -1.8, 1, -4, -11, -22, -2.0, -7
[56] O=C(Nc1ccc(Cl)cc1Cl)c1cc2ccccc2o1
  0, 3, 6, 2, -2.9, -2, -27, 9, 0, 4.9, -12

Compounds were not picked by outcome. About 3.2% of those tested had a hit in this group.
